MCF10A rereplic – inducers of DNA re-replication in MCF 10A breast cells; hit rate 2.9% among 350,000; Potency, µM (highest dose often 46.1 µM), inactives show at the top dose activity, positive = re-replication, usual class: activators; MCF 10A DNA re-replication, Hoechst nuclear intensity, 48 h; AID 624296; further: potency means the concentration at half of the fitted maximal effect; % of control where 0% means no effect; nearly all actives have a fitted effect of over 50% in size
KB-3-1 cytotox – KB-3-1 parental cell cytotoxicity. AID 1347075. hit rate 1.4% among 400,000. Potency, µM (top dose mostly 46.1 µM), for the others: at the top dose activity change, negative = cytotoxic, usual class: cytotoxic. KB-3-1 viability, CellTiter-Glo ATP luminescence, 72 h; further: potency means the concentration at half of the fitted maximal effect; on the % scale 0 is the no-effect control and ±100 the full control effect; nearly all actives have a fitted effect of over 60% in size
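Multi-concentration cytotoxicity screen in KB-3-1 cells grown in DMEM lacking phenol red with 10% FBS. After 72 h at 37 °C with compound, ATP-dependent luminescence was recorded.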
IL1B secr inh – inflammasome signaling inhibition, IL-1 beta readout; THP-1 LPS/ATP IL-1B secretion, AlphaLISA, 16 h; active compounds read low; activity change, % at 57.5 µM; hit rate 4.7% among 360,000; AID 743279; in the data active means activity change below about -50%; inconclusive means mostly about -30% to -49%; further: on the % scale 0 is the no-effect control and ±100 the full control effect
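THP-1 cells pretreated 1 hr with compounds (up to 57.5 uM final), then stimulated with LPS (250 ng/mL final) plus ATP (1.25 mM final); secreted IL-1B measured by AlphaLISA after 16 hr, decreased signal indicating inhibition.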
ATXN2 expr inh – inhibitors of ATXN2 expression; hit rate 0.72% among 360,000; Potency, µM (series often up to 57 µM), inactives show at the highest dose activity change, negative = inhibition, actives largely listed as inhibitors; HEK-293 ATXN2-luciferase reporter, luminescence, 24 h; further: potency means the concentration at half of the fitted maximal effect; on the % scale 0 is the no-effect control and ±100 the full control effect; nearly all actives have a fitted effect of over 55% in size
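qHTS (up to 57 uM final) was run with 24 h compound exposure of reporter cells at 37 °C. Each well was multiplexed: SteadyGlo luminescence measured ATXN2-luciferase expression after a fluorogenic Gly-Phe-AFC viability readout (25 uM final).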
HT1080 IDH1KD tx – toxicity to HT-1080 IDH1 knockdown cells (counter line) | Potency, µM (titrated, usually from 46.1 µM), for inactives: top-dose activity, negative = toxicity, actives largely listed as cytotoxic | HT-1080 IDH1 knockdown viability, ATP luminescence, 48 h | hit rate 2% among 360,000;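 further: potency means the concentration at half of the fitted maximal effect; 0% = DMSO wells and -100% = cell-free medium wells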
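After a 2 h attachment period, IDH1KD HT-1080 cells took pin-transferred compound for 48 h at 37 °C; ATP-based luminescence after 10 min room-temperature reagent incubation reported viability.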
KB-V1 MDR tox – kills drug-selected multidrug resistant KB-V1 cells | KB-V1 MDR cells viability, CellTiter-Glo, 72 h | Potency, µM (titrated, usually from 46.1 µM), inactives show at the highest dose activity change, negative = cytotoxicity, actives largely listed as cytotoxic | hit rate 3.4% among 400,000; further: potency means the concentration at half of the fitted maximal effect; on the % scale 0 is the no-effect control and ±100 the full control effect; nearly all actives have a fitted effect of over 60% in size
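KB-V1, DMEM (no phenol red) + 10% FBS; cpd pin-transferred, titration series; 72 h, 37 degrees C; CellTiter-Glo, luminescence. Data normalized, curve-fit.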
WRN inhibitor – blocks human WRN helicase; Q14191; WRN helicase unwinding, fluorescent forked duplex, kinetic; Potency, µM (series often up to 114 µM), without a hit: at the highest dose activity change, negative = inhibition, usual class: inhibitors; hit rate 0.46% among 360,000; AID 651768; further: potency means the concentration at half of the fitted maximal effect; on the % scale 0 is the no-effect control and ±100 the full control effect; nearly all actives have a fitted effect of over 55% in size
Target sequence (Q14191 whole entry, looked up): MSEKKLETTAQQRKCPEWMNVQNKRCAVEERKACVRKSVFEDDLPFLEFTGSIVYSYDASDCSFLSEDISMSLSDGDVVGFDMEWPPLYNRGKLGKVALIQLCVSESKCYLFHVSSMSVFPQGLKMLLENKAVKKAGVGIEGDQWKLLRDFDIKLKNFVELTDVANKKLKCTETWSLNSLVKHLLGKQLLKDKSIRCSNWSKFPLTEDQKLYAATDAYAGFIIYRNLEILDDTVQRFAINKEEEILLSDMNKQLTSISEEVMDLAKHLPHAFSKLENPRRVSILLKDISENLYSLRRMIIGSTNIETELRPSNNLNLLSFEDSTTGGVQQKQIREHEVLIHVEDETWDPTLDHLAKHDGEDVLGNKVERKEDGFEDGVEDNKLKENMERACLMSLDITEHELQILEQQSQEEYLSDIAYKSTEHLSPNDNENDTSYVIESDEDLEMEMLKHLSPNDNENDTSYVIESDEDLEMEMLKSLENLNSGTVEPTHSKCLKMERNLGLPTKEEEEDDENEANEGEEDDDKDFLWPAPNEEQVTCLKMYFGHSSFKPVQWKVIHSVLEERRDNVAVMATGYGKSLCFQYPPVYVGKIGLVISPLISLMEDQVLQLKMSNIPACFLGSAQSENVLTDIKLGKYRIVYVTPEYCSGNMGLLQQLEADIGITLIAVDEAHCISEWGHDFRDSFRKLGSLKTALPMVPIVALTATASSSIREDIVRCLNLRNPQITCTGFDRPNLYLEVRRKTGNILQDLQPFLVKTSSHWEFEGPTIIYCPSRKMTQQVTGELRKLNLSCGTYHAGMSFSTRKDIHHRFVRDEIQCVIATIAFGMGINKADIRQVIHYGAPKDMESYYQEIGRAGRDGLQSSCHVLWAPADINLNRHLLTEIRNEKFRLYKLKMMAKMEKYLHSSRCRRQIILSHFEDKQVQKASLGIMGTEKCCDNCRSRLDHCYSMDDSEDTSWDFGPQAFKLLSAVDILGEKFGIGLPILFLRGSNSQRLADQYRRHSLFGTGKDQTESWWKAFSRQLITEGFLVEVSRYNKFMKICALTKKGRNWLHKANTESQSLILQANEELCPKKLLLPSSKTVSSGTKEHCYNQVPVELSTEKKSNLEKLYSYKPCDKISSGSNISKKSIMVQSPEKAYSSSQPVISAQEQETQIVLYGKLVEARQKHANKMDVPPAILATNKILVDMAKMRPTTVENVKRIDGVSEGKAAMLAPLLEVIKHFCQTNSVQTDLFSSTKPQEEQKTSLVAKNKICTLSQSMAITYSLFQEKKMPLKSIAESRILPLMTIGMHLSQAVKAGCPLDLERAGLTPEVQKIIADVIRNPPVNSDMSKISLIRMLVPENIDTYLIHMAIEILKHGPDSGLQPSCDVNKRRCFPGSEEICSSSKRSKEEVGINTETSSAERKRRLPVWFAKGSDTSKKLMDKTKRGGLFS
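Primary qHTS, 1536-well format. 20 nM WRN + compound, 15 min RT; start with 100 nM forked fluorophore/quencher duplex, 2 mM ATP (final); kinetic read ex 525/em 598 nm.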
SW480 rerep – inducers of DNA re-replication in SW480 colon cancer cells; hit rate 1.8% among 340,000; Potency, µM (titrated, usually from 46.1 µM), inactives show at the highest dose re-replication activation, usual class: activators; SW480 DNA re-replication, Hoechst DNA content imaging, 48 h; further: potency means the concentration at half of the fitted maximal effect; % of control where 0% means no effect; nearly all actives have a fitted effect of over 55% in size
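250 cells/well; 23 nL cpd via pin tool; 48 hr, 37 C, 5% CO2; Hoechst 40 min; imager read of total nuclear intensity, ex 405/em 500-530 nm.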
HT1080-NT tox – kills 2HG-producing HT-1080-NT fibrosarcoma cells; hit rate 1.6% among 360,000; AID 686970; HT-1080-NT fibrosarcoma viability, CellTiter-Glo ATP luminescence, 48 h; Potency, µM (highest dose often 46.1 µM), inactives show at the highest dose activity, negative = less viability, hits mostly cytotoxic;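 further: NT is the 2HG producing partner of a matched IDH1 knockdown line; potency means the concentration at half of the fitted maximal effect; 0% = DMSO-treated cells and -100% = media-only wells without cells; nearly all actives have a fitted effect of over 55% in size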
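Compounds were tested in concentration-response format on HT-1080-NT cells for 48 hours at 37 degrees C. Cell viability came from CellTiter-Glo luminescence; curves were classified by r2, response magnitude and activity.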
The depositor's hits bear a star; ? = inconclusive; . = no result given; & = joins results of further samples; [ ] = remark or other dose. Unless noted, the call rests on the fitted dose curve; in most records, active means well fitted curve in the direction sought with a large enough effect; inconclusive means small, poorly fitted or top-dose-only effect, or another doubt; inactive means no such curve, though single readings can be large; an effect the other way counts as inactive or inconclusive.

Every second line gives: MCF10A rereplic, KB-3-1 cytotox, IL1B secr inh, ATXN2 expr inh, HT1080 IDH1KD tx, KB-V1 MDR tox, WRN inhibitor, SW480 rerep, HT1080-NT tox
> COc1ccc(/C=C(/C#N)C(=O)Nc2ccc(C)cc2C)cc1C(=O)O
    -2%, 1%, -9, -12%, 12%, 10%, -11%, -4%, 11%
> N#C/C(=C\c1ccccc1)C(=O)NNS(=O)(=O)c1ccc(Br)cc1
    13%, 17%, -16, -5%, 1%, ?, -24%, -5%, -1%
> C=CC(=O)NC(C)(C)Cc1ccccc1
    1%, -1%, -16, 115%[activator], 0%, -4%, -10%, -7%, 0%
> COc1cccc(NC2=NC3(CCCCC3)N=C(N)N2)c1
    -2%, -16%, 21, 0%, -1%, 13%, 6%, -1%, 7%
> CCCCC(=O)Nc1nn(CCC)c2nc3ccccc3cc12
    ?, 25%, -7, -7%, -2%, 2%, -14%, ?, -9%
> Clc1ccc(CNC2CCN(Cc3ccccc3)CC2)cc1
    1%, 7%, -24, -22%, ?, 18%, -1%, -2%, -26%
> COc1cc(OC)cc(-c2cc3ccc(F)cc3cn2)c1
    ?, ?, -20, 62%[activator], -24%, -19%, 2%, 18%, -23%
> O=Cc1ccc(Cl)c(Cl)c1
    -18%, 0%, -2, -4%, -1%, 0%, 0%, 13%, 4%
> COc1cc([N+](=O)[O-])ccc1NC(=S)NCc1ccccn1
    -7%, 4%, 11, 7%, -1%, 19%, -23%[57.1 µM], -2%, 1%
> Cc1cc(F)ccc1S(=O)(=O)NCC(c1cccnc1)N1CCc2ccccc21 (stereo not drawn)
    -1%, -7%, -6, ., 2%, 24%, -4%, -6%, 1%
> COc1ccccc1Cn1nnc2c(=O)[nH]c(C3CCN(C(=O)c4ccc(F)cc4)CC3)nc21
    -2%, 0%, 3, 2%, -18%, 14%, -3%, -3%, 2%
> CCSc1nc2cc(C(=O)OC)ccc2c(=O)n1CC
    2%, 0%, 9, -7%, 25%, ?, -3%, 1%, -3%
> O=C(CCSCc1ccccc1Cl)N1CCN(c2ccccn2)CC1
    -19%, -1%, 7, 53%[activator], 0%, 3%, 7%, -2%, 13%
> Cc1noc(C)c1COC(=O)c1cc2c3ccccc3n(C)c2s1
    19%, -7%, 4, 20%, -12%, -5%, 5%, 5%, -1%
> O=C(COC(=O)c1ccccc1Br)Nc1cc(S(=O)(=O)N2CCOCC2)ccc1N1CCCC1
    ?, 2%, 9, -16%, -2%, -21%, -4%, ?, -4%
> O=C(CNc1ccc2ccccc2c1)N/N=C/c1ccccn1
    3%, 5%, 41, -28%, -28%, 8%, -2%, 12%, -25%
> Cc1ccc(C(=O)c2ccc(N3CCOCC3)c(F)c2)cc1
    -1%, -2%, ?, 25%, 7%, -15%, -7%, -3%, 10%
> CC1CCN(c2c(NCC3CCC(C(=O)NCCc4ccccc4)CC3)c(=O)c2=O)CC1 (stereo not drawn)
    11%, -7%, -20, 3%, 7%, 11%, 12%, -9%, 8%
> COc1cc(CN2CCN(C(=O)c3ccccc3F)CC2)cc(OC)c1OC
    2%, 4%, -6, ., -2%, 5%, -3%, -2%, 6%
> CCCCCC(O)(c1ccc(OC)cc1)C(CN1CCOCC1)c1ccccc1 (stereo not drawn)
    16µM*, ?, -30, -32%, ?, 13µM*, 5%, ?, ?
> O=C(NC1CCCCC1)C(C1CC1)n1c(=O)c(-c2cc3ccccc3[nH]2)nc2ccccc21 (stereo not drawn)
    ., ?, -2, ., -47%, 23µM*, 0%, ., ?
> Cc1noc(C)c1CSc1ccc(Br)cc1
    0%, 0%, 3, -8%, 5%, 0%, -5%, ?, 2%
> COc1cc(OC)cc(-c2c(C#Cc3ccsc3)c3cc(-c4ccccc4OC)ccc3n2C)c1
    8%, 11%, -4, -7%, -3%, -13%, -10%, -2%, 20%
> CC1(c2cccc(Br)c2)NC(=O)NC1=O (stereo not drawn)
    -15%, -5%, -6, 6%, 10%, 5%, -25%, ?, 2%
> Cc1ccc(C(=O)NC2CC3CCC(C2)N3C)cc1 (stereo not drawn)
    -1%, -2%, -8, ., 7%, -3%, -2%, -18%, -3%
> N#CC(c1cccc(Cl)c1)c1ncc(C(F)(F)F)cc1Cl (stereo not drawn)
    21%, -1%, 22, 1%, 1%, -11%, -3%, 1%, 13%
> CCOc1ccc(C(C)=O)cc1Cn1c(=O)oc2ccccc21
    -2%, 11%, -4, -14%, -2%, -12%, 0%, 5%, 1%
> CCOC(=O)N1CCN(C(=O)/C=C/c2ccc(OC)cc2)CC1
    -5%, -3%, -3, 9%, -2%, -24%, 7%, -9%, 9%
> O=C(Cc1ccccc1)N/N=C/c1ccc(-c2ccc([N+](=O)[O-])cc2)o1
    -1%, 2%, 19, -17%, 0%, 1%, -14%, 7%, 0%
> O=[N+]([O-])c1cccc(S(=O)(=O)NCc2ccccn2)c1
    0%, -2%, 11, 3%, -5%, 17%, 18%, -1%, -1%
> CNC(=O)C1CCC(=O)N1Cc1c[nH]c2ccccc12 (stereo not drawn)
    ., 0%, 9, 2%, 17%, 2%, 1%[57.1 µM], ., 23%
> COc1cccc(NC(=O)CSc2ncnc3c2oc2ccccc23)c1
    5%, 5%, 14, -14%, -1%, -8%, 4%, -1%, 1%
> Cc1cc2oc(=O)cc(CSc3nc(N)cc(N)n3)c2cc1C(C)C
    9%, 0%, 16, 9%, -3%, -1%, -5%, -1%[9.22 µM], -12%
> Cc1cc[n+](CC(=O)c2cc3ccccc3oc2=O)cc1
    5%, 13%, -11, 47%[activator], 9%, 0%, -2%, 0%, 7%
> C[C@@H]1CCCCO[C@@H](CN(C)S(=O)(=O)c2ccc(F)cc2)[C@@H](C)CN([C@H](C)CO)C(=O)c2cc(NC(=O)c3ccccc3)ccc2O1
    ., 0%, -1, -5%, -8%, 14%, -2%, ., -21%
> Cc1ccc(CN2CC(N3CC=CC3)CS2(=O)=O)cc1 (stereo not drawn)
    ., 0%, -9, 5%, 0%, ?, 2%, ., 18%
> CCN(CC)C(=O)CSc1nnc(-c2ccccn2)n1-c1ccccc1OC
    9%, -4%, 11, 3%, 27%, 11%, 3%, -9%, ?
> CC(C)C[C@H]1CN(CCCC[C@@H]2CNC(=O)C(=O)N2CCc2ccccc2)C(=O)C(=O)N1CCc1ccccc1
    ., 28%, -13, 4%, 10%, 0%, 2%, ., 13%
> COc1ccccc1-n1cc(CN2CCCC(CO)(Cc3cccc(Cl)c3)C2)cn1 (stereo not drawn)
    0%, -12%, 0, ., -2%, ?, 2%, -27%, 0%
> CC(CCc1ccco1)NC(=O)Cn1ncc2c1-c1ccccc1OC2 (stereo not drawn)
    -13%, -2%, -9, -1%, 6%, -1%, -17%[57.1 µM], -21%, -10%
> O=[N+]([O-])c1ccccc1OCCCOc1cccc2cccnc12
    10%, 0%, -19, 43%[activator], ?, 0%, 5%, 9%, -23%
> CCOC(=O)/C=C/c1ccc2oc3ccccc3c(=O)c2c1
    20%, -11%&1%, 12, 55%[activator], 11%, -8%&-1%, -5%, -4%, 24%
> c1csc(Cn2c(-c3cccs3)nc3ccccc32)c1
    26%, ?, -19, 2%, -11%, 21µM*, -13%, 11%, 1%
> O=C(CNC1CCCCC1)Nc1cc(S(=O)(=O)N2CCOCC2)ccc1Cl
    15%, -6%, 0, -16%, -8%, ?, -3%, 1%, -7%
> Cc1ccc2cc(CN(Cc3ccco3)C(=O)NC3CCCCC3)c(=O)[nH]c2c1C
    28%, 10%, ?, ?, -22%, ?, -3%, 13%, -27%
> COC(=O)CCc1nc2ccccc2nc1OC
    0%, 2%, 4, 1%, 1%, -8%, -4%, 0%, 0%
> O=C(CSc1nnc(-c2c[nH]c3ccccc23)o1)c1ccc(-c2ccccc2)cc1
    ?, -3%, -20, -32%, -23%, -8%, -19%, 2%, -23%
> O=S(=O)(NCCN1CCOCC1)c1ccc(F)c(Cl)c1
    ?, 21%, -1, -21%, 19%, 22%, ?, ?, 16%
> CCN(CC)Cc1c(C(=O)N/N=C/c2ccc(OCc3ccccc3C)cc2)nnn1-c1nonc1N
    -39%[inhibitor], ?, -24, -20%, -16%, -9%, -4%, -5%, 0%
> O=C(CNC(=O)c1cccs1)N/N=C/c1c[nH]c2ccccc12
    18%, 0%, 8, ., -2%, 2%, 3%, ?, 1%
> C/C(=N/OC(=O)c1cccc(C(F)(F)F)c1)c1cnccn1
    5%, 0%, 18, 9%, 22%, 0%, -25%, 1%, 28%
> Cc1cc(NC(=O)c2ccc(C)c(C)c2)no1
    -2%, 1%, 2, ., 15%, 13%, -3%, -7%, 25%
> CC(=O)Nc1ccc(S(=O)(=O)Nc2cccc3cccnc23)cc1
    0%, 1%, 54, -18%, -12%, ?, 6%, -4%, 5%
> COc1ccncc1-c1csc(C(O)c2ccccc2)n1 (stereo not drawn)
    ., 0%, -11, 12%, 16%, 6%, 0%, ., 2%
> C/C(Cl)=C/Cn1c(N2CCCC2)nc2c1c(=O)[nH]c(=O)n2C
    -9%, 0%, 20, 5%, 0%, -1%, 4%, -3%, 7%
> CCCCOC(=O)C1=C(C)N(C)C(=O)NC1c1cc2c(cc1Br)OCO2 (stereo not drawn)
    ., -2%, -3, ., -12%, -17%, 3%, ., -19%
> CCCSC1=NN2CCCC(=O)N=C2S1
    1%, 4%, -8, 35%, 12%, -5%, -13%, -9%, 13%
> CC(=C/C(=O)O)/C=C/c1ccco1
    ?, 4%, -19, -3%, ?, -6%, -8%[11.6 µM], ?, ?
> COc1ccc(OC)c(C2=NS(=O)(=O)N(C)C(C(=O)Nc3ccc(C(C)=O)cc3)=C2)c1
    -1%, -1%&2%, ?, -6%&-7%, -7%, ?, 3%, 11%, -4%
> CCC/C=C(\CCC)C(NC(=O)c1ccc(C(=O)OC)cc1)c1ccc(C(=O)OC)cc1 (stereo not drawn)
    -5%, -3%, 33, -2%, 0%, -2%, -15%, 1%, -25%
